TDP1 block = blocks human tyrosyl-DNA phosphodiesterase 1; Q9NUW8; recombinant TDP1, AlphaScreen DNA substrate cleavage; Potency, µM (series often up to 130 µM), for inactives: top-dose activity change, negative = inhibition, usual class: inhibitors; 350,000 compounds, 0.28% hits; also: nearly all actives have a fitted effect of over 40% in size
Target sequence (Q9NUW8 whole entry, looked up): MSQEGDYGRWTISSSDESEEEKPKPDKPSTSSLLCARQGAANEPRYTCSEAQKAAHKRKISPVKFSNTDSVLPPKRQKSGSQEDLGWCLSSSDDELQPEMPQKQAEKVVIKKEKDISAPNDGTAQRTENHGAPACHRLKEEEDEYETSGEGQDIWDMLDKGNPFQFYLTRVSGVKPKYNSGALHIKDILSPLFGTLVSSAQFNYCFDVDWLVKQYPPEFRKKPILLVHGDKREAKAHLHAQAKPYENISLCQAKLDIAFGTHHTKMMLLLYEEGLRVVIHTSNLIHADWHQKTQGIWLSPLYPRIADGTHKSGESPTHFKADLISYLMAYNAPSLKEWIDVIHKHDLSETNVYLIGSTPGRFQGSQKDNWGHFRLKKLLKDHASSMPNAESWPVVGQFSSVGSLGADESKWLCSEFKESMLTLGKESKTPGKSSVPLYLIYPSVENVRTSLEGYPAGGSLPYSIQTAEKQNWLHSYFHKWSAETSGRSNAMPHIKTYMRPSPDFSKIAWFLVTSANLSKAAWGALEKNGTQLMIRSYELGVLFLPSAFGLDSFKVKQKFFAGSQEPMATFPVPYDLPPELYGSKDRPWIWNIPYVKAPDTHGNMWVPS
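Tdp1 1 nM final; 15 min RT w/ cpd; substrate 15 nM, 5 min; beads 10 ug/ml, 10 min; AlphaScreen read. Neg ctrl: no enzyme.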
FEN1 inhibitor = inhibitors of human flap endonuclease 1; P39748; Recombinant FEN1 flap cleavage, fluorescence, 15 min; Potency, µM (titrated, usually from 114 µM), without a hit: at the top dose activity change, negative = inhibition, hits mostly inhibitors; 390,000 compounds, 0.35% hits; AID 588795; also: nearly all actives have a fitted effect of over 65% in size
Target sequence (P39748 whole entry, looked up): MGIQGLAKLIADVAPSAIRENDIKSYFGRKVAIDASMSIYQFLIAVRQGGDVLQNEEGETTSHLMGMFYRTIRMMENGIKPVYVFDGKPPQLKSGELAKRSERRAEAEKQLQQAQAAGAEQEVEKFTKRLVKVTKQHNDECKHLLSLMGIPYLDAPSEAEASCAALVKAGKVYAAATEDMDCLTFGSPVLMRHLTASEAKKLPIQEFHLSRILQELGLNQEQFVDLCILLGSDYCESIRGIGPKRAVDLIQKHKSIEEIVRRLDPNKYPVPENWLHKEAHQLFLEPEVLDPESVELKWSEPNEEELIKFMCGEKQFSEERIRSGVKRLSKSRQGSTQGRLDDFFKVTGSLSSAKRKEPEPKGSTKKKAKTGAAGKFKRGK
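Concentration–response screening of FEN1 (10 nM): 15 min compound preincubation at room temperature, reaction started with 50 nM substrate and read at 0 and 15 min. Corrected, normalized data were fitted by a four-parameter Hill equation.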
N370S GC mod = inhibitors or activators of N370S glucocerebrosidase for Gaucher disease. P04062. N370S GC spleen homogenate, 4MU-glucoside fluorescence. Potency, µM (highest dose often 59.4 µM), without a hit: at the top dose activity change, negative = inhibition, usual class: inhibitors. 330,000 compounds, 0.092% hits. AID 2101;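 also: 0% = full enzyme activity and -100% = no enzyme basal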
Starred values were filed as active, the others as inactive; ? = inconclusive; · = no result given; & = joins results of further samples; [ ] = dose if it differs, or a comment. Calls follow the shape of the dose curve; as a rule, active = well fitted curve in the direction sought with a large enough effect; inconclusive = small, poorly fitted or top-dose-only effect, or another doubt; inactive = no such curve, though single readings can be large; an effect the other way counts as inactive or inconclusive. Unless noted, % is scaled to controls: 0 for no effect and ±100 for the full control effect; potency is read from the fitted curve at half-maximal effect.

smiles | TDP1 block | FEN1 inhibitor | N370S GC mod
Cc1ccc(S(=O)(=O)N2CCN(C(=O)N(C)C)CC2)cc1 | 10% | 20% | 8%
COc1ccc(Cc2nnc(Nc3ccccc3)s2)cc1Br | · | ? | 0%
CC(C)c1ccc(NC(=O)CSC2=Nc3ccccc3C3=NC(CCC(=O)NCc4ccco4)C(=O)N23)cc1 (stereo not given) | -2% | 9% | ·
O=C(CNC(=O)c1ccc(Br)o1)NNC(=O)c1ccc(Br)cc1 | -10% | 34% | ·
COc1cc(/C=C2/NC(=O)N(CC(=O)Nc3ccc(C)cc3)C2=O)ccc1Oc1ccc([N+](=O)[O-])cn1 | -8% | 0% | 1%
CCCCn1nc2cc(C(=O)NCC34CC5CC(CC(C5)C3)C4)ccc2c1OC | 4% | 1% | 17%
Cc1ccc(-c2noc(CSc3nnc(C)n3-c3ccc(F)cc3)n2)cc1 | 7% | -3% | ·
Cc1cc(-c2cc(N)n(-c3ccccc3)n2)c(C)n1C1CCCC1 | 5% | -5% | -19%
COCc1cc(Sc2cccc(Cl)c2Cl)nc(-c2ccccc2)n1 | -1% | 0% | 11%
C=CCOc1c(/C=N\NC(N)=O)cccc1OC | 0% | 14% | -15%
Cc1noc(C)c1C(=O)N(CC(C)C)c1nc2ccccc2s1 | -7% | -16% | 0%
CN1CSC2=C(C#N)C(c3cccc(OCc4ccccc4)c3)CC(=O)N2C1 (stereo not given) | 5% | -11% | -1%
CCN1C(=O)[C@H]2[C@H]3CN=C(SCC4CC4)N3[C@@](Cc3ccccc3)(C(=O)OC)[C@H]2C1=O | -3%[56.1 µM] | 11% | ·
COc1ccc(Cc2nnc(SCC(=O)Nc3c(C)cccc3C)[nH]c2=O)cc1 | 1% | 2% | -15%
CCc1ccc(NC(=O)Cn2cnc3nc4c(cc3c2=O)CCCC4)cc1 | 5% | 25% | ·
CC(C)(C)c1ccc(S(=O)(=O)n2c(CN3CCOCC3)nc3ccccc32)cc1 | 4% | -9% | 9%
CSc1ccc(CNC(=O)C2Cc3cc(S(=O)(=O)N4CCCCC4)ccc3N2C(C)=O)cc1 (stereo not given) | 3% | -3% | -7%
O=S(=O)(NCC(c1ccco1)S(=O)(=O)c1cccs1)c1ccccc1 (stereo not given) | -3% | 18% | ·
COc1ccccc1OCC(=O)NNC(=O)C(=O)N1CCCC1 | 2% | -8% | 20%
Clc1cccc(Cl)c1CNCCCSc1ncccn1 | · | -7% | -13%
Cc1nnc(SCC(=O)Nc2sc3c(c2C(N)=O)CCCC3)[nH]c1=O | 4% | -5% | 0%
CCCNC(=S)Nc1cc2oc3ccccc3c2cc1OC | 2% | -2% | -5%
COc1cccc(CNC(=O)C2CCN(Cc3cc4ccccc4n3Cc3ccc(C)cc3)CC2)c1 | 5% | -7% | ·
CC(=O)n1cc([C@@H]2C=C(C(=O)NCc3ccccc3)O[C@H](OCc3ccc(CO)cc3)C2)c2ccccc21 | · | -23% | 3%
O=C(CSCc1ccc(F)cc1)Nc1ccccc1C(=O)N1CCOCC1 | -1% | -1% | 0%
O=C(CCC1CCCN(Cc2ccncc2)C1)NCc1ccc(F)c(F)c1 (stereo not given) | 6% | -8% | 12%
COc1ccc(-n2ncc3c2CC(C)(C)CC3NC(=O)CN2CCOC2=O)cc1 (stereo not given) | 2% | -2% | 2%
CCN(CC(=O)Nc1c(F)cccc1F)C(=O)CCNS(=O)(=O)c1ccccc1C(F)(F)F | · | -14% | 0%
COc1ccc(N2CCN(CCNC(=O)c3ccc(NC(=O)C4CCCO4)cc3)CC2)cc1 (stereo not given) | -1% | -9% | 0%
CCN1CCN(C(=O)CCCn2c(C)c3cnn(-c4ccccc4)c(=O)c3c2C)CC1 | 4% | 13% | -4%

Arranged by SMILES length (largest number first): part of the list above
smiles | TDP1 block | FEN1 inhibitor | N370S GC mod
COc1ccc(N2CCN(CCNC(=O)c3ccc(NC(=O)C4CCCO4)cc3)CC2)cc1 (stereo not given) | -1% | -9% | 0%
CCc1ccc(NC(=O)Cn2cnc3nc4c(cc3c2=O)CCCC4)cc1 | 5% | 25% | ·
Cc1noc(C)c1C(=O)N(CC(C)C)c1nc2ccccc2s1 | -7% | -16% | 0%

The listing continues.
smiles | TDP1 block | FEN1 inhibitor | N370S GC mod
O=C1c2ccccc2C(=O)N1CSc1nnc(Nc2ccccc2F)s1 | 0% | 1% | 2%
Cc1ccccc1-n1c(-c2csc(C)c2C)n[nH]c1=S | 5% | -1% | 9%
CCOc1cc(C(=O)Nc2ccc(-c3nc4cc(Cl)ccc4o3)cc2)cc(OCC)c1OCC | -1%[12.3 µM] | 3% | ·
Cc1nc2ccc(S(=O)(=O)N(CC(=O)Nc3ccc(Cl)cc3)Cc3ccccc3)cc2s1 | 2% | -16% | ·
Cc1ccc(NC(=O)Nc2csc3c2CCCC3)c(C)c1 | 4% | -2% | ·
CN(C)S(=O)(=O)N1CCc2ccc(NC(=O)c3ccccc3Cl)cc2C1 | · | -11% | 0%
CC12CC3(C)CC(C)(C1)CC(C(N)=O)(C2)C3 | 5% | 0% | -1%
CCCCNC(=O)CN1CCN(c2ccc(NC(=O)c3ccc(OC)cc3)cc2C(=O)O)CC1 | -7% | -4% | ·
Cc1cccc(OCCC(=O)OC(C)C(=O)Nc2ccc(Cl)cn2)c1 (stereo not given) | -17% | -3% | 5%
COc1ccc(NC(=O)CC2C(=O)N(Cc3ccco3)C(=S)N2C(C)C)cc1 (stereo not given) | 3% | 30% | 1%
O=C(Cc1c(F)cccc1Cl)OCC(=O)N1CCN(c2ccccc2)CC1 | 1% | 2% | ·
COc1ccccc1CCn1c(N)c(C#N)c2nc3ccccc3nc21 | 1% | -1% | -3%
CCN(CC(=O)NCc1ccc(F)cc1)C(=O)C1CCN(C(=O)Nc2ccccc2)CC1 | -2% | -1% | 0%
NC(=O)NC(=O)COC(=O)c1ccc2noc(-c3ccccc3)c2c1 | 0% | -8% | -6%
O=C(CN1CCC(C(=O)c2ccc(F)cc2)CC1)Nc1ccccc1 | 2% | 0% | 1%
CC(C)N(Cc1nc(-c2ccccc2)no1)C(=O)C(C)(C)C | 3% | -3% | 3%
CCCCN(C(=O)C1COc2ccccc2O1)c1c(N)n(CCC)c(=O)[nH]c1=O (stereo not given) | -9% | -1% | ·
CCCOC(=O)c1cccc(NC(=O)c2cccnc2)c1 | 4% | -5% | 3%
CCN1CCc2[nH]c3ccccc3c2C1 | · | 29% | -3%
COc1cc2[nH]c(=O)n(Cc3ccc(C(=O)NCc4ccc(C)cc4)cc3)c(=O)c2cc1OC | 6% | -6% | ·
COc1ccc(N2CC(NC(=O)COc3ccc4ccccc4c3)CC2=O)cc1OC (stereo not given) | 5% | 3% | ·
CCNC(=O)COC(=O)C1C(C(=O)OCC)=C(C)NC(C)=C1C(=O)OCC | 1% | -7% | 8%
CCS(=O)(=O)N1CCC(C(=O)NCc2cccc(OC)c2)CC1 | 1% | 4% | -8%
CCN1CCSc2ccc(C(=O)NCc3ccc(F)cc3)cc21 | 9% | -1% | ·
O=C1CSC(=S)N1/N=C/c1c(F)cccc1F | 1%[0.0935 µM] | -6% | -14%
Cc1ccc2nc(SCC(=O)Nc3cc(C)on3)c(C)cc2c1 | 0% | -8% | 0%
CS(=O)(=O)c1ccc(NC(=O)CCN2C(=O)NC3(CCCC3)C2=O)cc1 | 1% | -6% | ·
CC1=CC(=O)C=CC1(C)C(Cl)(Cl)Cl (stereo not given) | 1% | -2% | 6%
C(=N\C(/N=C/c1ccco1)c1ccco1)/c1ccco1 | -12% | -8% | 2%
CC(=O)Nc1ccc2nc(-c3cccn3C)[nH]c2c1 | · | -9% | 2%

Complete entries, quoted from the list. Screens in order: TDP1 block, FEN1 inhibitor, N370S GC mod
Listed for CS(=O)(=O)c1ccc(NC(=O)CCN2C(=O)NC3(CCCC3)C2=O)cc1 : 1%, -6%, ·
Listed for C(=N\C(/N=C/c1ccco1)c1ccco1)/c1ccco1 : -12%, -8%, 2%
Listed for CCCOC(=O)c1cccc(NC(=O)c2cccnc2)c1 : 4%, -5%, 3%
Listed for O=C(Cc1c(F)cccc1Cl)OCC(=O)N1CCN(c2ccccc2)CC1 : 1%, 2%, ·

(list continues)
smiles | TDP1 block | FEN1 inhibitor | N370S GC mod
C=CCSCC(N)C(=O)O (stereo not given) | -4%[56.1 µM] | · | 4%
O=Nc1ccc2oc(=O)ccc2c1 | 23%[56.1 µM] | · | -3%
COc1ccc(NC(=O)C2CCCN2S(=O)(=O)c2ccc(Cl)cc2)cc1 (stereo not given) | 7% | 3% | -7%
COC(=O)C1=C[C@@H](C(=O)OC)[C@@H]2C3=C(C(=O)C2(C)C)[C@H](C)n2c(=O)n(-c4ccccc4)c(=O)n2[C@@H]3C1 | 15% | -5%&-14% | -9%
COc1ccc(CNC2CCCC2)c(OC)c1OC | 9% | -1% | -1%
C=CCN1C(=O)c2ccccc2Sc2ccc(C(=O)NCC(OC)OC)cc21 | · | 17% | -6%
CCOC(=O)c1c(S(=O)(=O)NCC(=O)N2CCN(c3ccc(OC)cc3)CC2)c(C)n(C)c1C | 4% | 17% | -3%
CCC[N+](CC#CCO)(CC#Cc1ccccc1)CCC | -1% | -3% | 2%
O=C(CCCC(=O)OCC(F)(F)C(F)F)Nc1ccc(NC(=O)CCCC(=O)OCC(F)(F)C(F)F)cc1 | 6% | 0% | -7%
Cn1nc(C(=O)N2CCOCC2)c2ccccc2c1=O | 4% | 2% | -3%
CC(=O)NC(CC(=O)NCCc1ccccc1)c1ccccc1 (stereo not given) | 2% | -11% | -1%
CCc1cccc(NC(=O)C2CCN(S(=O)(=O)c3ccc4c(c3)CC(C)N4C(C)=O)CC2)c1 (stereo not given) | · | 9% | 2%
CSc1nc(=S)n(-c2cc(C)ccc2C)c(C)c1C(C)=O | · | 0% | 3%
Cc1cccn2cc(CCNS(=O)(=O)c3cccs3)nc12 | · | 1% | 0%
CCc1ccccc1NC(=O)c1cn(C)c(=O)c2ccccc12 | 3% | 17% | ·
O=C(CCc1ccc(S(=O)(=O)NCCc2ccccc2)cc1)N1CCN(Cc2ccc3c(c2)OCO3)CC1 | 5% | · | -17%
COc1ccc(CCNC(=O)CCn2c(=O)[nH]c3cc(OC)c(OC)cc3c2=O)cc1OC | 2% | -1% | 25%
Cc1ccc(-c2cc(-c3ccccc3C)[nH]n2)c(O)c1 | 2% | -26% | 3%
COc1ccc(/C(O)=C2\C(=O)C(=O)N(CC3CCCO3)C2c2cc(OC)ccc2OC)cc1 (stereo not given) | · | -5% | -1%
NCCNC(=O)c1c(O)c2cccc3c2n(c1=O)CCC3 | · | -16% | -19%
COc1ccccc1C1CCN(Cc2ccccc2Cl)CC1 | · | -11% | -11%
CN1CCN(C(=O)C2CCC(C)(C(=O)O)C2(C)C)CC1 (stereo not given) | 1% | 3% | 1%
O=C(Cn1cc2c(n1)CCCC2)Nc1ccccc1Br | 5% | -11% | 29%
Cc1nn(-c2ccccc2)c2sc(C(=O)OCN3C(=O)c4ccccc4C3=O)cc12 | 5% | · | -9%
CC1COc2ccccc2N1C(=O)c1ccc(F)cc1 (stereo not given) | · | -4% | -23%
Cc1ccc(-c2cc(C(=O)NCCN3CCOCC3)no2)cc1 | 0% | 4% | -3%
Cc1cc(N/N=C(/CCC(=O)O)C(=O)O)nc2ccccc12 | 8% | -4% | -11%
Cc1noc(C)c1C(=O)N1CCN(Cc2ccccc2)CC1 | 3% | 2% | 8%
O=C1C2CCCN2C(c2ccc(F)cc2)N1c1cccc(Cl)c1 (stereo not given) | 1% | 11% | 6%
Cc1ccc(-c2nn3c(=O)cc(CN4CCN(S(=O)(=O)c5ccc(Cl)cc5)CC4)nc3s2)cc1 | 8% | 1% | ·
Cc1ccc(CNn2cnnc2SCc2ccc(F)cc2)cc1 | -5%[56.1 µM] | 5% | 3%
Cc1csc(NC(=O)CCC(=O)N(CC(=O)NC2CCCC2)Cc2ccccc2)n1 | 1% | 8% | -2%

Just N370S GC mod, for some of the entries so far:
molecule | N370S GC mod
O=Nc1ccc2oc(=O)ccc2c1 | -3%
Cc1noc(C)c1C(=O)N1CCN(Cc2ccccc2)CC1 | 8%

Assay outcomes deposited in PubChem BioAssay by National Center for Advancing Translational Sciences (NCATS).
